LmPK inhibitor – qHTS Assay for Inhibitors of Leishmania Mexicana Pyruvate Kinase (LmPK). Q27686. Potency, µM (series often up to 57.5 µM), inactives show at the highest dose activity change, negative = inhibition, usual class: inhibitors. purified LmPK, Kinase-Glo ATP luminescence, 1 h. actives 0.37% (n = 290,000); note: potency is the fitted concentration of half-maximal effect; % is set by controls: 0 for no effect and ±100 for the full control effect
Target sequence (Q27686 whole entry, looked up): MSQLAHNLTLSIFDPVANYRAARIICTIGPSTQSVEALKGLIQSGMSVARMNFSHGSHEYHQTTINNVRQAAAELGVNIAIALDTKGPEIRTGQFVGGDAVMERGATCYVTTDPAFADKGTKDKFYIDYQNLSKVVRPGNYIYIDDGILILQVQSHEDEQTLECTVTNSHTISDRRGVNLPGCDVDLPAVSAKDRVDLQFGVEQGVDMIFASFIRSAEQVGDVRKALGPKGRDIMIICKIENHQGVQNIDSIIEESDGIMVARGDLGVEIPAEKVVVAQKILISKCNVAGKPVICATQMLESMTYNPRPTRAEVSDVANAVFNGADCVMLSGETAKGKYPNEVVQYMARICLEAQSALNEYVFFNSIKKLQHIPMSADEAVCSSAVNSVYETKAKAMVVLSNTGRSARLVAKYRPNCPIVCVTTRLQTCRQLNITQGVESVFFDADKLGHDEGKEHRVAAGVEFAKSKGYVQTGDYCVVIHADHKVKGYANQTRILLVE
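Pyruvate kinase activity monitored as ATP production (luciferase luminescence). Conditions: 0.1 nM enzyme, 0.5 mM PEP, 0.1 mM ADP, 1 h, RT; normalized against uninhibited and no-enzyme wells.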
Pf growth 96h – Primary qHTS for delayed death inhibitors of the malarial parasite plastid, 96 hour incubation | P. falciparum luciferase reporter growth, 96 h | Potency, µM (top dose mostly 28.7 µM), for the others: at the top dose activity change, negative = inhibition, usual class: inhibitors | actives 6.9% (n = 320,000); note: potency is the fitted concentration of half-maximal effect; % is set by controls: 0 for no effect and ±100 for the full control effect
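P. falciparum expressing integrated firefly luciferase, in erythrocytes at 2% hematocrit, 0.05% parasitemia, incubated with compounds 96 h at 37 C, 5% CO2. Growth inhibition read as loss of luminescence; two-generation exposure targets delayed-death apicoplast inhibitors.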
AMA1-RON2 inh – qHTS for Inhibitors of AMA1-RON; Towards Development of Antimalarial Drug Lead: Primary Screen; Plasmodium falciparum AMA1 (3D7) - RON2 peptide interaction; AlphaScreen AMA1-biotinylated RON2 peptide binding; Potency, µM (titrated, usually from 58.2 µM), for the others: at the top dose activity change, negative = inhibition, usual class: inhibitors; actives 0.2% (n = 360,000); AID 720542, 2013;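 note: potency is the fitted concentration of half-maximal effect; 0% = vehicle wells and -100% = peptide control; nearly all actives have a fitted effect of over 45% in size; some results filed as inactive show a strong effect at the top dose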
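AMA1 (3D7) with his tag at 25 nM final met compounds first, then biotinylated RON2 peptide at 25 nM; detection used donor plus acceptor beads, 10 µg/mL apiece, read by AlphaScreen after 30 min at room temperature.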
Cycloheximide cs – Cycloheximide Counterscreen for Small Molecule Inhibitors of Shiga Toxin | AID 2314, 2010 | actives 12% (n = 300,000) | max response, % | cell reporter, cycloheximide protein synthesis inhibition counterscreen; in the data active = max response mostly above about 13%, no sharp cut-off; inactive = mostly below about 14%; note: read at 38.3 µM for the half of the compounds with a filed dose; 0% is about no effect
Shiga toxin inh – A qHTS for Small Molecule Inhibitors of Shiga Toxin; Vero cells, Shiga toxin protein synthesis inhibition reporter; actives 9.2% (n = 290,000); inhibition, % at 38.7 µM; in the data active = inhibition mostly above about 28%, no sharp cut-off; inactive = mostly below about 43%; note: 0% is about no effect
Tb PYK inh – qHTS of Trypanosoma Brucei Inhibitors | TbPYK enzyme, Kinase-Glo Plus ATP luminescence, 45 min | pyruvate kinase (Trypanosoma brucei), Q57TT1 | actives 0.12% (n = 410,000) | Potency, µM (series often up to 76.8 µM), inactives show at the highest dose activity, negative = inhibition, hits mostly inhibitors; note: potency is the fitted concentration of half-maximal effect; % is set by controls: 0 for no effect and ±100 for the full control effect; nearly all actives have a fitted effect of over 50% in size
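ADP (130 uM final) triggers the TbPYK reaction after compound addition; incubation is 45 min at room temperature. Kinase-Glo Plus is then added and luminescence imaged. Normalized data are fitted to concentration-effect curves.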
Pf growth 48h – Primary qHTS for delayed death inhibitors of the malarial parasite plastid, 48 hour incubation; P. falciparum luciferase growth in erythrocytes, 48 h; Potency, µM (series often up to 28.7 µM), for the others: at the highest dose activity change, negative = inhibition, actives largely listed as inhibitors; actives 5.9% (n = 310,000); AID 504832, 2011; note: potency is the fitted concentration of half-maximal effect; % is set by controls: 0 for no effect and ±100 for the full control effect
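Luciferase-expressing P. falciparum in infected erythrocytes (2% hematocrit, 0.1% parasitemia final) in RPMI 1640/0.5% Albumax were exposed to compound for 48 hours at 37 C, 5% CO2; growth read as luminescence.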
* = called active by the depositor; ? = inconclusive; · = no result given; & = joins results of further samples; [ ] = remark or other dose. Unless noted, calls come from the whole dose curve; as a rule, active = well fitted curve in the direction sought with a large enough effect; inconclusive = small, poorly fitted or top-dose-only effect, or another doubt; inactive = no such curve, though single readings can be large; an effect the other way counts as inactive or inconclusive.

SMILES	LmPK inhibitor	Pf growth 96h	AMA1-RON2 inh	Cycloheximide cs	Shiga toxin inh	Tb PYK inh	Pf growth 48h
CCn1cc(C(=O)N2CCCC(N3CCN(c4cccc(C(F)(F)F)c4)CC3)C2)cn1 (centres undefined)	7%	17%	-6%	3	7	-5%	?
C#CCCCc1nc2ccccc2c(=O)n1N	-2%	-5%	-11%	-1	-7	4%	12%
CN(c1ccc(C(=O)Nc2ccccc2C(=O)N2CCOCC2)cc1)S(C)(=O)=O	12%	0%	3%	-4	18	2%	29%
CCN(CC)c1ccc(/C=N/O)cc1	4%	63%[activator]	-3%	17*	41	0%	32%[activator]
CCCN1CCN(C(=O)c2cc3c(s2)-c2ccccc2S(=O)(=O)C3)CC1	-4%	34%[activator]	·	13	55	·	·
COc1ccccc1C(=O)NCCC(=O)NN1C(=O)NC2(CCCCC2)C1=O	·	0%	1%	·	·	0%	5%
COc1ccc(CCC(=O)Nc2ccc(C)c([N+](=O)[O-])c2)cc1	3%	-9%	-21%	4	19	0%	-22%
Cc1ccc(O)c(C(=O)CC(=O)c2ccccc2Cl)c1	2%	16%	71%[activator]	38*	81*	7%	15µM*
Cc1onc(-c2ccccc2)c1CNS(=O)(=O)c1ccccc1	3%	38%[activator]	-13%	-1	-5	-2%	43%[activator]
O=C(CSc1nc2[nH]ncc2c(=O)[nH]1)c1ccc(Cl)cc1	3%	59%[1.15 µM]	·	6	16	·	1%[1.15 µM]
CC(=O)c1n[nH]nc1NC(=O)c1ccccc1	-4%	·	16%	-4	16	-1%	·
COc1cccc(C(O)c2cnc(C(C)C)n2C)c1OC (centres undefined)	-4%	-9%	5%	-1	6	-7%	24%
COc1ccc(CCNC(=O)C(=O)NCC2OCCN2S(=O)(=O)c2ccc3c(c2)OCCO3)cc1OC (centres undefined)	-6%	12µM*	-3%	-1	-19	5%	?
CCOC(=O)c1ccc(CNC(=O)C2CCC(=O)N(CCc3ccccc3)C2)o1 (centres undefined)	4%	-15%	3%	1	18	6%	-19%
COc1cc(/C=C/C(=O)O)cc(S(=O)(=O)Nc2ccc3cn[nH]c3c2)c1OC	·	-28%	20%[11.6 µM]	·	·	-9%	-7%
CCOC(=O)c1ccccc1NC(=O)c1cccc([N+](=O)[O-])c1	6%	2%	11%	-1	1	-3%	-15%
COCCCn1c(=S)[nH]c2sc3c(c2c1=O)CCCC3	-27%	21%	90%[activator]	-1	-9	?	19%
Cc1ccc(S(=O)(=O)NNC(=O)C2CCCCC2)cc1	6%	332%[activator]	6%	-3	-5	6%	19%
CCOc1ccc(CCNC(=O)CSc2nnnn2C)cc1OCC	11%	74%[activator]	-11%	-7	6	-7%	1%
CCCCNC(=O)c1ccc(CS(=O)(=O)Cc2ccccc2F)o1	5%	-7%	-3%	-1	11	4%	9%
O=c1c2ccccc2nc(SCc2nnc(-c3ccccc3Br)o2)n1-c1ccccc1	5%	?	77%[activator]	-2	1	-10%	?
CCOc1c(Cl)cc(CNC(C)(C)CC(C)(C)C)cc1OC	3%	·	11%	2	-6	1%	10µM*
CCOc1ccc(-c2cc(CCCC(=O)NCCc3ccccc3)no2)cc1	5%	·	-3%	8	52	-9%	·
O=C(O)c1ccccc1C(=O)OCCc1cc2ccccc2c(=O)o1	·	48%[activator]	-4%	·	·	-8%	20%
CCSc1nnc(NC(=O)[C@@H](NC(=O)c2ccccc2F)C(C)C)s1	4%	5%	8%	8	12	0%	0%
Cc1ccc(OCc2cc(C(=O)NC3CCOC3)no2)cc1C (centres undefined)	-1%	13%	1%	20*	25*	1%	-18%
CCN(CC#CCC1(O)c2ccccc2-c2ccccc21)CCO	-1%	50%[activator]	-6%	-3	-7	6%	5%
CCCC(CCC)C(=O)Nc1ccc2c(c1)N(C(=O)CCN1CCN(C)CC1)c1ccccc1CC2	8%	48%[activator]	-3%	-3	-6	-5%	?
COCCN1CC(C(=O)NCc2ncccc2C)CCC1=O (centres undefined)	-1%	32%[activator]	57%[activator]	1	-24	2%	18%
Oc1cc(-c2ccc(N3CCCCC3)nc2)cc2cccnc12	·	2.9µM*	·	·	·	5%	4.1µM*

Limited to AMA1-RON2 inh and LmPK inhibitor, for some of the entries so far:
canonical_smiles | AMA1-RON2 inh | LmPK inhibitor
CCOc1c(Cl)cc(CNC(C)(C)CC(C)(C)C)cc1OC | 11% | 3%
COCCN1CC(C(=O)NCc2ncccc2C)CCC1=O (centres undefined) | 57%[activator] | -1%
Cc1ccc(OCc2cc(C(=O)NC3CCOC3)no2)cc1C (centres undefined) | 1% | -1%

(continued)
SMILES	LmPK inhibitor	Pf growth 96h	AMA1-RON2 inh	Cycloheximide cs	Shiga toxin inh	Tb PYK inh	Pf growth 48h
O=C(CN(C1CCCCC1)S(=O)(=O)c1ccccc1)NCc1cccnc1	-5%	9.3µM*	1%	6	2	-7%	-30%
Cc1cc(C)c(S(=O)(=O)N2CCCC(C(=O)NC3CCCC3)C2)c(C)c1 (centres undefined)	-5%	20%	10%	-4	-15	2%	-4%
CCOC(=O)C1CCCN(Cc2ccccc2C)C1 (centres undefined)	-11%	13%	-14%	-1	12	-1%	7%
Oc1c(Cl)cc(Cl)cc1CN1CCN(Cc2ccccc2)CC1	-2%	0.74µM*	-19%	20*	28	-13%	1.2µM*
O=C(Cc1ccccc1)N[C@@H](Cc1ccccc1)c1nc2ccccc2[nH]1	0%	28%	0%	1	-3	1%	-4%
Cc1ccc(CNC(=O)C2CCC(=O)N(CC3CCCCC3)C2)o1 (centres undefined)	-1%	?	-2%	4	19	-7%	10%
N#Cc1cc(-c2ccccc2)nc(Oc2ccccc2)n1	1%	-5%	27%	10	8	-1%	17%
c1ccc2c3c([nH]c2c1)C1(CCNCC1)NCC3	-3%	?	21%	-3	-8	0%	?
O=S(=O)(c1ccc(-c2ccccc2)cc1)N1CCOCC1	-1%	·	9%	1	-9	3%	-10%
CC(C)CC(=O)N1CCN(Cc2ccc3c(c2)OCO3)CC1	0%	·	-6%	-2	-12	11%	10%
COc1cc(NC(=O)[C@@H](NC(=O)N2CCn3c2nc2ccccc23)C(C)C)cc(OC)c1	5%	?	73%[activator]	-6	-4	4%	?
CC1(C)C2CC=C(/C=N/n3cnnc3)C1C2 (centres undefined)	-1%	11%	4%	-3	-11	-2%	10%
CCOC(=O)N1CCC(=NNC(=O)c2cc3ccccc3cc2O)CC1	-2%	?	104%[activator]	-1	14	3%	-26%
Cc1ccc(Cl)cc1N(CC(=O)NC1CCCC1)C(=O)c1csnn1	4%	14%	0%	-2	-4	-10%	9%
Cc1ccc(S(=O)(=O)N2CCN(C(=O)CSc3nc4ccccc4c(=O)[nH]3)CC2)cc1	1%	?	4%	3	-9	-1%	?
O=C(c1ccccc1)c1cccc(NC(=O)C2CC2)c1	-4%	·	8%	2	-5	2%	7%
O=C(CSc1nnc2c(n1)[nH]c1ccc(F)cc12)NC1CC1	0%	3.3µM*	13%	-4	14	6%	21%
CCCn1c(SCC(=O)NC(C)C)nc2sc3c(c2c1=O)CCC3	1%	?	-8%	-2	1	-3%	7%
COc1ccc(CNC(=O)c2ccc(CN3CCOCC3)cc2)cc1	-6%	?	0%	14	12	0%	14%
CCCCc1c(C)[nH]c(=S)[nH]c1=O	5%	8%	18%	-3	-12	-1%	-3%
Cc1ccccc1C(=O)N=c1ccn(-c2nc3ccccc3nc2NS(=O)(=O)c2ccccc2)cc1	-1%	-23%	-1%	-1	-4	-1%	?
CCC1CCC(N2CCN(c3ccc(F)cc3)CC2)CC1 (centres undefined)	-4%	?	-10%	1	-2	0%	17%
COc1ccc(-n2nc(C(=O)NCC(=O)Nc3cc(Cl)c(OC)cc3OC)c3ccccc3c2=O)cc1	0%	0%	-2%	-5	-10	-6%	?
CCOC(=O)c1sc(-c2ccc(OC)cc2)cc1N	-7%	-9%[5.75 µM]	38%[activator]	44*	132*	0%	103%[activator]
CC(=O)N1CCc2cc(S(=O)(=O)NCCC(=O)NC3CCN(Cc4ccccc4)CC3)ccc21	-14%	0%	-1%	-2	-9	-7%	0%
CN(C)CCN1C(=O)C(=O)/C(=C(/O)c2ccccc2)C1c1ccccc1F (centres undefined)	3%	14%	-1%	1	3	1%	-33%
CC(c1ccccc1)(c1ccccc1)c1ccncc1	2%	?	-5%	-6	-8	-4%	17µM*
CCOP(=O)(c1ccccc1)C(O)c1ccc([N+](=O)[O-])cc1 (centres undefined)	-1%	362%[activator]	10%	-1	·	0%	-13%
COc1ccc(CCNC(=O)CCC(=O)NC2CCCCC2)cc1OC	-4%	-4%	-4%	-2	11	0%	-9%
Cc1ccc(-c2cc(=O)c3ccc(Cl)cc3[nH]2)cc1	-4%	10%	-9%	15&-1	-12	-2%	3%
CCNc1[nH]c(=O)n(C)c(=O)c1N=O	-3%	?	-6%	-4	-19	1%	?
Cc1ccc(Cl)cc1NC(=O)c1ccccc1OCC(=O)Nc1ccc(Cl)cc1	2%	9.3µM*	1%	-1	-7	0%	?
Cc1ccc([N+](=O)[O-])cc1S(=O)(=O)NCCc1cn2ccccc2n1	8%	31%[activator]	0%	6	16	4%	3%
CCN(CC)C(=O)Cn1c(=O)n(C)c2ccccc21	-8%	0%	7%	-1	-15	-5%	·
Cc1c(C)c2c(c(C)c1O)CCC(C)(C(=O)O)O2 (centres undefined)	·	4%	22%	·	·	-7%	5%
CC(=O)Nc1ccc(Nc2ccc3c4c(cc(=O)n3C)-c3ccccc3C(=O)c24)cc1	-25%	?	-16%	4	30	-18%	33%[activator]
COc1ccc(CCNC(=O)C(=O)NCC2OCCCN2S(=O)(=O)c2cc(C)ccc2C)cc1 (centres undefined)	-1%	13µM*	14%	-1	-8	2%	?
COc1c(S(=O)(=O)NCCN2CCOCC2)ccc(Cl)c1Cl	1%	·	1%	-2	-17	1%	12%
NS(=O)(=O)c1cccc(NS(=O)(=O)c2cccc(C(F)(F)F)c2)c1	1%	14%	-9%	0	-11	-7%	4%
CC1(C)CC(NCc2ccccc2)CCO1 (centres undefined)	0%	?	-27%	-5	3	2%	6%

By substructure: the entries above containing a CF3 group (2)
SMILES	LmPK inhibitor	Pf growth 96h	AMA1-RON2 inh	Cycloheximide cs	Shiga toxin inh	Tb PYK inh	Pf growth 48h
CCn1cc(C(=O)N2CCCC(N3CCN(c4cccc(C(F)(F)F)c4)CC3)C2)cn1 (centres undefined)	7%	17%	-6%	3	7	-5%	?
NS(=O)(=O)c1cccc(NS(=O)(=O)c2cccc(C(F)(F)F)c2)c1	1%	14%	-9%	0	-11	-7%	4%

Compound profiles (already shown). Order of values: LmPK inhibitor, Pf growth 96h, AMA1-RON2 inh, Cycloheximide cs, Shiga toxin inh, Tb PYK inh, Pf growth 48h
Entry for NS(=O)(=O)c1cccc(NS(=O)(=O)c2cccc(C(F)(F)F)c2)c1 = 1%, 14%, -9%, 0, -11, -7%, 4%
Entry for CC1(C)CC(NCc2ccccc2)CCO1 (centres undefined) = 0%, ?, -27%, -5, 3, 2%, 6%

Bioassay records (PubChem)
